Compound activity (PubChem BioAssay)
AmpC no deterg = AmpC beta-lactamase inhibition without detergent; 330,000 tested, 0.52% active; Potency, µM (doses to about 57.1 µM), without a hit: at the top dose activity change, negative = inhibition, actives largely listed as inhibitors; AmpC nitrocefin hydrolysis, absorbance 480 nm, 0.0001% Triton; P00811;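 note: potency is the fitted concentration of half-maximal effect; plate controls were no compound for no effect and no enzyme for full effect; nearly all actives have a fitted effect of over 20% in size; some results filed as inactive show a strong effect at the top dose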
Target sequence (P00811 whole entry, looked up): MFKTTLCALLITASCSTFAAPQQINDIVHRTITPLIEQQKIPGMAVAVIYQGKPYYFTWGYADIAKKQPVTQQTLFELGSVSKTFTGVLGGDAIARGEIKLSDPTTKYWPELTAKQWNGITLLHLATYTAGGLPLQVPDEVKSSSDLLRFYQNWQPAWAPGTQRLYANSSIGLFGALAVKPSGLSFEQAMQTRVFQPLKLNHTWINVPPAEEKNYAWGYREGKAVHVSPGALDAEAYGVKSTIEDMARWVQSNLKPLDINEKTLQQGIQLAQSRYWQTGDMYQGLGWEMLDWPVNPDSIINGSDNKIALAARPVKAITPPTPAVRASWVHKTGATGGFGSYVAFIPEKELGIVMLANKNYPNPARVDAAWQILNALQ
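20 mM phosphate pH 7.0 + 0.01% (detergent screen) or 0.0001% Triton X-100; 5.3 nM AmpC reagent; cpd preinc 15 min RT; nitrocefin (800 uM stock) to start; A480 q20 s × 4 min; Activity was normalised to no-enzyme and no-compound control wells.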
AmpC inh detg = blocks E. coli AmpC beta-lactamase in detergent assay. P00811. AmpC hydrolysis of nitrocefin, absorbance 480 nm, 0.01% Triton. Potency, µM (doses to about 114 µM), for inactives: at the top dose activity change, negative = inhibition, most hits filed as inhibitors. 370,000 tested, 0.041% active. AID 485294;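 note: potency is the fitted concentration of half-maximal effect; 0% = no-compound wells and -100% = no-enzyme wells; nearly all actives have a fitted effect of over 25% in size; some results filed as inactive show a strong effect at the top dose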
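AmpC (5.3 nM in the dispensed reagent) in 20 mM phosphate pH 7.0 with 0.01% (detergent screen) or 0.0001% Triton X-100 was preincubated with compounds for 15 min at room temperature. Nitrocefin was then added from an 800 uM solution, and hydrolysis was followed at 480 nm.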
Sm TGR inh = inhibitors of Schistosoma mansoni thioredoxin glutathione reductase; Q962Y6; purified TGR, DTNB reduction, TNB absorbance 405 nm; Potency, µM (series often up to 114 µM), without a hit: at the highest dose activity change, negative = inhibition, usual class: inhibitors; 360,000 tested, 3% active; AID 485364; note: potency is the fitted concentration of half-maximal effect; nearly all actives have a fitted effect of over 60% in size
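Kinetic colorimetric format: TGR-catalysed, NADPH-driven DTNB reduction monitored via TNB absorbance. Enzyme dispensed at 20 nM; compound exposure 15 min at room temperature before reaction start.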
TbPYK inhibitor = T. brucei pyruvate kinase inhibition; 410,000 tested, 0.12% active; AID 624173; Q57TT1; Potency, µM (doses to about 76.8 µM), for the others: at the top dose activity, negative = inhibition, hits mostly inhibitors; TbPYK enzyme, Kinase-Glo Plus ATP luminescence, 45 min; note: potency is the fitted concentration of half-maximal effect; nearly all actives have a fitted effect of over 50% in size
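ADP (130 uM final) triggers the TbPYK reaction after compound addition; incubation is 45 min at room temperature. Kinase-Glo Plus is then added and luminescence imaged. Normalized data are fitted to concentration-effect curves.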
AMA1 RON2 block = disrupts binding of P. falciparum AMA1 to RON2; AlphaScreen AMA1-biotinylated RON2 peptide binding; 360,000 tested, 0.2% active; Potency, µM (top dose mostly 58.2 µM), inactives show top-dose activity change, negative = inhibition, hits mostly inhibitors;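 note: potency is the fitted concentration of half-maximal effect; 0% = vehicle wells and -100% = peptide control; nearly all actives have a fitted effect of over 45% in size; some results filed as inactive show a strong effect at the top dose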
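AMA1 (3D7) with his tag at 25 nM final met compounds first, then biotinylated RON2 peptide at 25 nM; detection used donor plus acceptor beads, 10 µg/mL apiece, read by AlphaScreen after 30 min at room temperature.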
HCMV inh = blocks human cytomegalovirus replication. HFF cells, HCMV-luciferase reporter, 72 h; stronger effect = lower value. activity change, negative = inhibition, % at 57.5 µM. 410,000 tested, 4.5% active. AID 1259415; in the data active = activity change below about -60%; inconclusive = no clear call, values can overlap the other calls; inactive = above about -39%
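Screen run at 2 compound doses on HFFs infected with reporter HCMV, MOI 1 PFU/cell. Luciferase activity from cell lysates at 72 h post infection gave inhibition relative to buffer-only and Salinomycin wells.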
LmPK inhibitor = LmPK (Leishmania mexicana) enzyme inhibition. Potency, µM (series often up to 57.5 µM), inactives show top-dose activity change, negative = inhibition, usual class: inhibitors. Q27686. purified LmPK, Kinase-Glo ATP luminescence, 1 h. 290,000 tested, 0.37% active; note: potency is the fitted concentration of half-maximal effect
Target sequence (Q27686 whole entry, looked up): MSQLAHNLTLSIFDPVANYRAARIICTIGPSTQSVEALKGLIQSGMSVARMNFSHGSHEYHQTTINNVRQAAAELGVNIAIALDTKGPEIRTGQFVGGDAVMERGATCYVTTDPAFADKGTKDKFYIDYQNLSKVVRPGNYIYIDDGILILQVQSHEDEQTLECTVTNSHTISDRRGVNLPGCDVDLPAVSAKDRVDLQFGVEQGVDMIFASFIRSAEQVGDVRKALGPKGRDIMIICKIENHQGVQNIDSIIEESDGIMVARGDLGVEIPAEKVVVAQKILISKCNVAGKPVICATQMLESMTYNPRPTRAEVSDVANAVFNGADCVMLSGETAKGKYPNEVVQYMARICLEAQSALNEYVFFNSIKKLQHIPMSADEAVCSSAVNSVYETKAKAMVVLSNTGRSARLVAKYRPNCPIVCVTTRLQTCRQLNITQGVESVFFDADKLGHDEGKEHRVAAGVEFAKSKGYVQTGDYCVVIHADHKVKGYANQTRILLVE
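Purified LmPK (0.1 nM) with 0.5 mM PEP and 0.1 mM ADP in imidazole buffer pH 7.2 with MgCl2/KCl, 1 h at room temperature. ATP formed was read by luciferase luminescence and normalized to no-enzyme and uninhibited controls.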
* hit, by the source's call; ? = inconclusive; . = not tested or not shown; [ ] = dose if it differs, or a comment. Unless noted, calls come from the whole dose curve; as a rule, active = well fitted curve in the direction sought with a large enough effect; inconclusive = small, poorly fitted or top-dose-only effect, or another doubt; inactive = no such curve, though single readings can be large; an effect the other way counts as inactive or inconclusive. Unless noted, % is set by controls: 0 for no effect and ±100 for the full control effect.

Assay codes: A = AmpC no deterg; B = AmpC inh detg; C = Sm TGR inh; D = TbPYK inhibitor; E = AMA1 RON2 block; F = HCMV inh; G = LmPK inhibitor
> CCOc1ccc2nc(SCc3ccc(C(=O)OC)o3)[nH]c2c1
  A: -9%; B: 4%; C: 0%; D: -7%; E: -10%; F: 32; G: 0%
> COc1ccc(C(=O)NNC(=O)C(NC(=O)c2cc(OC)cc(OC)c2)C(C)C)cc1 (stereo not given)
  A: -20%; B: 5%; C: -3%; D: -3%; E: 83%[activator]; F: ?; G: .
> COC(=O)C1=C(c2ccc3ccccc3c2)C[C@@H]2CC[C@H]1N2C(=O)NC1CC1
  A: 8%; B: 4%; C: -16%; D: 12%; E: 2%; F: -37; G: .
> Fc1cnc(N2CCOCC2)nc1NCc1ccccc1
  A: -9%; B: 3%; C: -9%; D: 4%; E: -11%; F: -5; G: 3%
> O=S(=O)(c1cccc2nsnc12)N1CCCCC1
  A: -11%; B: 3%; C: -4%; D: 5%; E: 0%; F: 11; G: 0%
> CCN(CC)S(=O)(=O)c1cc(Br)c(C)cc1OC
  A: 2%; B: -8%; C: 3%; D: -1%; E: 2%; F: 4; G: 0%
> CCOC(=O)c1c2ccccc2[n+]([O-])n1[C@@H](C)C(N)=O
  A: 0%; B: -14%; C: 1%; D: -7%; E: -1%; F: 9; G: .
> COC(=O)c1sccc1NC(=O)c1cc2c(s1)CCCC2
  A: -31%; B: -5%; C: -6%; D: -3%; E: -4%; F: 102; G: -7%
> Cc1cc(C)c(NC(=O)COC(=O)Cc2cccs2)c(C)c1
  A: -9%; B: ?; C: -3%; D: -1%; E: -5%; F: 11; G: .
> O=C(C[n+]1cccc2ccccc21)c1ccccc1
  A: -33%; B: -7%; C: -5%; D: -5%; E: 2%; F: 91; G: -1%
> Cc1nn(Cc2cccc(C(=O)N3N=C(C(F)F)CC3(O)C(F)F)c2)c(C)c1[N+](=O)[O-] (stereo not given)
  A: -11%; B: ?; C: -18%; D: -7%; E: 16%; F: ?; G: 8%
> CCN(CC)CCNC(C(=O)Nc1cc(C(F)(F)F)ccc1Cl)c1ccccc1 (stereo not given)
  A: 21%; B: -13%; C: 6%; D: -4%; E: 54%[activator]; F: -16; G: 0%
> O=C(Cn1nnc(-c2ccc3c(c2)OCO3)n1)Nc1ccccc1C(=O)O
  A: -25%; B: -3%; C: -18%; D: -9%; E: -21%; F: 40; G: -6%
> O=C(NOCc1ccccc1)c1ccc([N+](=O)[O-])cc1
  A: -13%; B: -3%; C: -18%; D: 1%; E: 11%; F: 82; G: .
> O=C(CN1CCN(c2ccccc2O)CC1)Nc1cccnc1Cl
  A: -2%; B: -10%; C: 5%; D: -14%; E: ?; F: -29; G: 5%
> Cc1ccc(S(=O)(=O)NC2=NCN(Cc3ccccc3)CN2)cc1
  A: -24%; B: -8%; C: 0%; D: 0%; E: 9%; F: 5; G: -3%
> C=CCNC(=S)N/N=C/c1cn(-c2ccccc2)nc1-c1ccc(OC)cc1
  A: -32%; B: 1%; C: -6%; D: 0%; E: 52%[activator]; F: ?; G: 2%
> CCNC(=O)c1cccc(S(=O)(=O)N2CCCCCC2)c1
  A: -7%; B: -1%; C: 4%; D: -8%; E: 5%; F: -35; G: 4%
> CCOC(=O)CSC1=Nc2ccccc2C2=NC(CCC(=O)NCc3ccccc3)C(=O)N12 (stereo not given)
  A: .; B: 7%; C: 6%; D: 0%; E: .; F: -4; G: .
> FC(F)(F)c1ccncc1-c1nnc(C2CCCCC2)o1
  A: 18%; B: 1%; C: 4%; D: -1%; E: 20%; F: 21; G: 3%
> CCOC(=O)N1CCN(c2c(N3CCOCC3)c(=O)c2=O)CC1
  A: -14%; B: -2%; C: 2%; D: 1%; E: -2%; F: 30; G: -3%
> Cc1csc(=NC(=O)c2ccccc2)n1Cc1ccco1
  A: -9%; B: -14%; C: -20%; D: 0%; E: -16%; F: ?; G: 8%
> C=CCc1c(C)nc(-c2ccccc2)nc1N/N=C(\C)c1ccccc1
  A: 28µM*; B: ?; C: -11%; D: -7%; E: 4%; F: 57; G: 1%
> CC[C@@]1(C(=O)OC)N[C@H](CN(C)C(=O)COc2ccccc2)[C@@H]2C(=O)N(C)C(=O)[C@@H]21
  A: -8%; B: .; C: .; D: 1%; E: 9%; F: -13; G: .
> O=C(Nc1cccc(F)c1)C1C2C=CC3(CN(CCCN4CCOCC4)C(=O)C13)O2 (stereo not given)
  A: -9%; B: -17%; C: -24%; D: 3%; E: -3%; F: 12; G: 2%

Five entries from above, in CSV form.
SMILES,AmpC no deterg,AmpC inh detg,Sm TGR inh,TbPYK inhibitor,AMA1 RON2 block,HCMV inh,LmPK inhibitor
COC(=O)c1sccc1NC(=O)c1cc2c(s1)CCCC2,-31%,-5%,-6%,-3%,-4%,102,-7%
Cc1cc(C)c(NC(=O)COC(=O)Cc2cccs2)c(C)c1,-9%,?,-3%,-1%,-5%,11,.
O=C(C[n+]1cccc2ccccc21)c1ccccc1,-33%,-7%,-5%,-5%,2%,91,-1%
Cc1nn(Cc2cccc(C(=O)N3N=C(C(F)F)CC3(O)C(F)F)c2)c(C)c1[N+](=O)[O-] (stereo not given),-11%,?,-18%,-7%,16%,?,8%
CCN(CC)CCNC(C(=O)Nc1cc(C(F)(F)F)ccc1Cl)c1ccccc1 (stereo not given),21%,-13%,6%,-4%,54%[activator],-16,0%

Following part
Assay codes: A = AmpC no deterg; B = AmpC inh detg; C = Sm TGR inh; D = TbPYK inhibitor; E = AMA1 RON2 block; F = HCMV inh; G = LmPK inhibitor
> Cc1oc(-c2ccc(Cl)cc2)nc1CS(=O)CC(=O)NC1CCCCCC1 (stereo not given)
  A: 130%[activator]; B: -2%; C: 10µM*; D: 3%; E: -1%; F: -33; G: -1%
> COc1cccc(N=C2C(=O)N3CCCc4cccc2c43)c1
  A: 23%; B: -8%; C: -18%; D: -6%; E: 3%[2.32 µM]; F: 25; G: -1%
> COC(=O)c1ccc(OCC(=O)Nc2ccsc2C(=O)OC)cc1
  A: -1%; B: 0%; C: .; D: -3%; E: 0%; F: 55; G: -6%
> O=c1cnnc(SCCc2ccccc2)[nH]1
  A: ?; B: 0%; C: -1%; D: 0%; E: -14%; F: 26; G: 1%
> Cc1nn(-c2ccccc2)c(C)c1NC(=O)COc1ccc2ccccc2c1
  A: 98%[activator]; B: 7%; C: 3%; D: 1%; E: 8%; F: ?; G: 2%
> O=C(O)c1cccc(NCc2ccncc2)c1
  A: -5%; B: ?; C: -4%; D: .; E: .; F: -61*; G: 4%
> CCOc1ccc(N(CC(=O)NCC2CCCO2)C(=O)CCC(=O)Nc2nccs2)cc1 (stereo not given)
  A: 8%; B: -3%; C: 2%; D: 5%; E: -1%; F: -26; G: 11%
> O=C(O)CN(Cc1ccco1)S(=O)(=O)c1ccccc1
  A: -13%; B: -11%; C: -4%[11.4 µM]; D: -5%; E: -6%; F: -31; G: 7%
> O=C(Nc1ccccc1F)Nc1ccccc1N1CCCCC1
  A: -48%; B: -4%; C: -5%; D: 0%; E: -20%; F: -83*; G: 0%
> Cc1cc(C)cc(N(C(=O)c2sc(C)nc2C)C(C(=O)NC(C)(C)C)c2ccncc2)c1 (stereo not given)
  A: -29%; B: -9%; C: -6%; D: 3%; E: -24%; F: 10; G: -5%[11.5 µM]
> COc1ccc2cc(/C=C/C(=O)N3CCN(CC(=O)N4CCCCCC4)CC3)ccc2c1
  A: 180%[activator]; B: -12%; C: -13%; D: -2%; E: 7%; F: .; G: -6%
> O=C(CCN1C(=O)C2C3CCC(C3)C2C1=O)Nc1ccccc1Cl (stereo not given)
  A: -13%; B: -2%; C: -13%; D: -3%; E: -12%; F: 24; G: 3%
> C=CC(COCc1ccccc1)N(CC(=O)OC)S(=O)(=O)c1cc(Br)ccc1OC (stereo not given)
  A: 49%; B: .; C: .; D: -7%; E: 19%; F: 21; G: .
> O=C(Nc1ccc2nn(-c3ccc(F)cc3)nc2c1)c1cccnc1
  A: 9%; B: 0%; C: -2%[57.1 µM]; D: -5%; E: 5%; F: 50; G: -3%
> CC(NC(=O)c1ccc(N2Cc3ccccc3Oc3ncccc32)s1)c1ccccc1 (stereo not given)
  A: .; B: -1%; C: 1%; D: -8%; E: .; F: 3; G: .
> COc1ccccc1C(=O)CN1C(=O)NC2(CCCc3ccccc32)C1=O (stereo not given)
  A: -32%; B: .; C: .; D: 1%; E: 16%; F: 47; G: .
> O=C(NC(=S)Nc1ccccc1)C1CCCCC1
  A: 0%; B: -6%; C: -15%; D: 4%; E: -6%; F: 41; G: -1%
> Cn1c(-c2ccc(Br)o2)nc2ccccc21
  A: -2%; B: ?; C: 18µM*; D: ?; E: -10%; F: 90; G: 7.9µM*
> CCCC(=O)Nc1ccc2c(c1)c1ccccc1n2CC
  A: -12%; B: -15%; C: -1%; D: -7%; E: 5%; F: ?; G: 0%
> O=C1C2CCCN2C(=S)N1c1ccccc1 (stereo not given)
  A: -14%; B: ?; C: 1%; D: -9%; E: -14%; F: -32; G: 1%
> CCOC(=O)C1=C(C)N(CCCCCC(=O)O)C(=O)NC1c1ccccc1OC(=O)c1cccs1 (stereo not given)
  A: -8%; B: -12%; C: -13%; D: -6%; E: -6%; F: -16; G: -1%
> CCOC(=O)c1[nH]c(C)c(C(=O)NCc2ccco2)c1C
  A: -17%; B: -2%; C: -3%; D: 2%; E: -6%; F: -11; G: 7%
> O=C(CCN1CCOCC1)NC12CC3CC(CC(C3)C1)C2
  A: 2%; B: 2%; C: -27%; D: 0%; E: 4%; F: 34; G: 0%
> O=C(Cn1cnc2c(nnn2Cc2ccc(Cl)cc2)c1=O)NC1CCCC1
  A: -14%; B: -12%; C: 7%; D: -5%; E: 2%; F: -2; G: 2%
> COCCCNC(=O)CSc1nc2cc(C(=O)NCCOC)ccc2c(=O)n1Cc1ccc2c(c1)OCO2
  A: 141%[activator]; B: -1%; C: 29%; D: -1%; E: -4%; F: -35; G: -2%
> Cc1ccc(NS(=O)(=O)c2ccc(OCC(N)=O)cc2)cc1
  A: -1%[2.29 µM]; B: ?; C: -4%; D: 0%; E: -11%; F: ?; G: 4%
> O=C(NCc1cccs1)C1CCN(S(=O)(=O)c2cccc3cccnc23)CC1
  A: -13%; B: ?; C: -2%; D: -3%; E: -1%; F: -5; G: 1%
